Compound activity (PubChem)
human PMI inhibitors: MPI inhibition at elevated mannose 6-phosphate – biochemical, fluorescence intensity, high mannose 6-phosphate, primary screen (AID 1220); recombinant PMI enzyme, coupled fluorescence intensity; higher % means a stronger effect; inhibition, % at 20 µM, or IC50 in µM where a hit was titrated; 190,000 compounds, 0.66% hits
K1F lysis inhibition: protection from phage-mediated lysis, alamar blue read-out – E. coli UTI89, K1F phage, bacterial capsule biogenesis inhibitors (AID 488966). E. coli UTI89 K1F phage lysis, alamar blue, 2 h; higher % means a stronger effect. one-dose inhibition, % at 100 µM; IC50 in µM for titrated hits. 340,000 compounds, 0.02% hits;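 active = phage lysis inhibition, versus mean bacterial control, above a set limit; inconclusive = no clear call, values can overlap the other calls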;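 also: capsule biogenesis inhibitors block K1F phage lysis so surviving cells raise fluorescence; higher fluorescence means more inhibition of phage lysis; actives were called in the ten point dose series up to 300 µM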
M17LAP inhibition: P. falciparum M17LAP inhibitors, primary screen, biochemical, fluorogenic H-Leu-NHMec substrate, 1536-well (AID 1619) | 220,000 compounds, 0.38% hits | inhibition, % at 30 µM, or IC50 in µM where a hit was titrated | recombinant M17LAP, H-Leu-NHMec fluorogenic kinetic assay; higher % means a stronger effect;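 active = compound inhibiting the enzyme by more than half at any dose during confirmatory dose-response retesting; inconclusive = strong single-dose inhibitors picked by rank but not retested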;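 also: plate controls were full reaction with DMSO carrier for no effect and no enzyme background for full effect; strong numbers were not always called active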
XIAP displacement: XIAP antagonists, biochemical, IAP family, fluorescence polarization (AID 1018) | XIAP BIR domain, fluorescence polarization peptide displacement; higher % means a stronger effect | one-dose displacement, % at 20 µM; IC50 in µM for titrated hits | 200,000 compounds, 0.007% hits; in the data active = displacement above about 50%; also: a part of the inactive calls stands beside numbers as strong as those of hits
Siah-1 displacement: Siah-1 peptide-binding antagonists, primary screen, biochemical, fluorescence polarization, rhodamine-plectin, uHTS (AID 1817); Siah-1 / rhodamine-plectin peptide fluorescence polarization; higher % means a stronger effect; displacement, % at 20 µM; hits with a dose series show IC50 in µM; 290,000 compounds, 0.02% hits;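 active = displacement of at least 50% at 20 µM, with a fluorescence ratio check between 0.3 and a set limit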;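 also: plate controls were Siah plus tracer with DMSO for no effect and tracer alone without Siah for full effect; strong numbers were not always called active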
P. falciparum M1AAP: P. falciparum M1AAP inhibitors, biochemical, fluorogenic H-Leu-NHMec substrate, 1536-well (AID 1445). 220,000 compounds, 0.42% hits. inhibition, % at 30 µM, or IC50 in µM where a hit was titrated. recombinant M1AAP, H-Leu-NHMec fluorogenic kinetic assay; higher % means a stronger effect;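 active = primary inhibition above the hit cutoff, then over 50% inhibition at one or more dose response concentrations, cut at about 23% in these data, passing the limit was not always enough; inconclusive = conflicting primary data, or primary hits not chosen for dose response; inactive = low primary inhibition, or under 50% at every dose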;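 also: plate controls were DMSO full reaction for no effect and no enzyme background for full effect; strong numbers were not always called active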
human PMI inhibition: inhibitors of human PMI, primary screen, biochemical, fluorescence intensity, coupled assay (AID 1209) | purified PMI enzyme, coupled fluorescence intensity; higher % means a stronger effect | one-dose inhibition, % at 20 µM; IC50 in µM for titrated hits | 190,000 compounds, 0.42% hits;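 also: plate controls were DMSO vehicle for no effect and wells lacking substrate for full effect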
Lipid droplet: modulators of hepatic lipid droplet formation; 240,000 compounds, 0.4% hits; inhibition, % at 6.5 µM; AID 1656; AML12 mouse hepatocytes, oleate lipid droplets, BODIPY imaging;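 active = lipid droplet intensity inhibited by at least 50%, with more than 500 cells counted; inconclusive = wells with under 300 cells, treated as cytotoxic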
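Material – mouse AML12 hepatocyte cell line, fixed after treatment · Compound dosing – one dose, 6.5 µM compound · Times – compound with oleate, overnight · Measured by – Image-based BODIPY and DAPI two-channel analysis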
TNAP activation fold: human TNAP enzyme activators, primary screen, biochemical, luminescent, no phosphate acceptor, uHTS (AID 1001) | purified TNAP, luminescent activation assay, no phosphate acceptor; higher activation fold means a stronger effect | activation fold at 20 µM, or EC50 in µM where a hit was titrated | 200,000 compounds, 0.03% hits; in the data active = activation fold from about 3, or a potency from the dose series; inactive = the rest, 99 in 100 with activation fold below about 1.6; also: many of its hits are not listed in these tables
Lipid droplet cells 6.5 µM: also measured in Lipid droplet; calls as there; cell count; measured here: cell count, cytotoxicity flag;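 cells counted across two imaged fields per well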
Numbers without * were called inactive; i = inactive; ? = inconclusive; . = not tested or not shown; [ ] = remark or other dose. Rule as the data show it, unless noted: active = inhibition above about 50%; inactive = the rest.

No.	molecule	P. falciparum M1AAP	XIAP displacement	Lipid droplet cells 6.5 µM	Lipid droplet	M17LAP inhibition	K1F lysis inhibition	human PMI inhibitors	TNAP activation fold	Siah-1 displacement	human PMI inhibition
1	O=C(CSc1nnc(-c2ccncc2)n1CC1CCCO1)Nc1cccc(O)c1 (stereo not given)	5%	-5.6%	.	.	18%	0.6%	3%	1.1	1%	14%
2	Cc1ccc(C(=O)Nc2ccc(F)cc2)o1	10%	-5.6%	727	3	8%	-3.1%	-10%	1	5%	-13%
3	Cc1ccc(S(=O)(=O)N(C)CCCC(=O)N2CCOCC2)cc1	6%	-5.0%	.	.	-3%	0.6%	3%	1	3%	3%
4	Cc1cc(C)n(Cc2ccc(NC(=O)c3ccc(COc4ccccc4Br)cc3)cc2)n1	7%	-1.5%	.	.	5%	-1.1%	8%	1.1	4%	14%
5	O=C(Nc1ccccn1)C1(c2cccs2)CCOCC1	6%	-8.6%	709	-8	2%	2.4%[50 µM]	-2%	1.1	-5%	-3%
6	CCC(C)(C(=O)NC1CCCCC1)N(Cc1cccs1)C(=O)Cc1cccs1 (stereo not given)	0%	-2.4%	800	-3	-5%	0.3%	2%	1.1	0%	5%
7	O=C(Cc1ccc(F)cc1)N/N=C/c1ccccn1	1%	-14%	504	-9	11%	0.0%	16%	1.2	2%	23%
8	O=S(=O)(NCCN1CCOCC1)c1ccc2c(c1)OCCO2	13%	-2.1%	684	6	-5%	-1.6%	-1%	1.1	7%	-3%
9	Cc1nonc1NC(=O)N1CCCC1	2%	-1.8%	.	.	2%	0.9%	-7%	1	-1%	-10%
10	Cc1ccccc1-n1cnc2cc(NCc3cccs3)ccc21	11%	-6.2%	.	.	11%	-0.6%	13%	1.1	3%	20%
11	Cc1cccc(NC(=O)c2oc3ccc(S(=O)(=O)N4CCOCC4)cc3c2C)c1C	5%	-17%	.	.	5%	2.5%	9%	1.1	0%	4%
12	Cc1ccc(S(=O)(=O)Nc2ccc(NC(=O)Nc3ccc(F)cc3F)cc2)cc1	1%	-2.0%	669	14	15%	-6.4%	3%	1.2	1%	17%
13	O=C(CSc1nnc(C23CC4CC(CC(C4)C2)C3)o1)Nc1ccc(N2CCOCC2)c(Cl)c1	7%	-3.8%	740	1	3%	i	6%	1	-1%	1%
14	CCOc1cc(NS(=O)(=O)c2ccc(NC(C)=O)cc2)c(OCC)cc1NC(=O)c1cccs1	9%	-13%	634	5	4%	-2.9%	8%	1.1	1%	9%
15	N#C/C(=C\c1ccccc1OCc1ccc(C(=O)O)cc1)c1ccccc1	-7%	-6.6%	683	-2	27%	-3.5%	1%	1	18%	1%
16	Cc1cc(C)cc(Oc2nc3ccccn3c(=O)c2/C=C(\C#N)C(=O)NC2CCS(=O)(=O)C2)c1 (stereo not given)	14%	.	681	-11	6%	.	.	.	-6%	.
17	COc1ccc(Cc2nc3ccccc3[nH]2)cc1OC	.	-4.4%	688	-28	.	1.1%	11%	1.1	0%	9%
18	COc1ccc(/C=N/n2c(-c3n[nH]c4c3CCC4)n[nH]c2=S)cc1OC	6%	-1.6%	678	-6	16%	0.0%	18%	2.1	-1%	24%
19	O=S(=O)(c1ccc(Cl)cc1)N1CCN(C2CCCCCC2)CC1	-3%	-22%	765	-4	1%	0.1%	10%	1	-1%	14%
20	O=C(OC1CCOC1=O)c1ccc2ccccc2n1 (stereo not given)	1%	-3.1%	644	1	0%	-0.4%	-1%	1.1	1%	1%
21	COc1ccc(NC2=C(c3ccc(OC)cc3)C(=O)c3ccccc32)cc1	2%	0.4%	392	-22	17%	5.7%	-2%	1	3%	7%
22	CC(=O)c1ccc2c3c(ccc(O)c13)CC2	3%	-4.3%	.	.	0%	1.6%	34%	1.1	-4%	19%
23	COC(=O)C(C)N(C#N)c1nc(C)cc(C)n1 (stereo not given)	-4%	-1.4%	.	.	3%	0.4%	4%	1.1	-1%	3%
24	Cc1ccccc1C(=O)NNc1ccc([N+](=O)[O-])cc1	5%	-6.4%	786	13	19%	0.8%	-6%	0.9	0%	1%
25	N#Cc1nc(-c2ccco2)oc1N1CCOCC1	5%	0.0%	.	.	-25%	2.0%	16%	1.1	0%	0%
26	CCC(=O)Nc1ccccc1C(=O)OCc1ccc(C(=O)c2ccccc2)cc1	1%	-4.6%	.	.	5%	7.6%	6%	1.1	-2%	8%
27	CN=C(Nc1ccc(Br)cc1)SC1CC(=O)N(c2ccc(OC)cc2)C1=O (stereo not given)	5%	-2.7%	714	12	0%	0.2%	3%	1	2%	16%
28	CN(C(=O)c1ccc(OC2CCN(CCc3ccccc3)CC2)cc1)C1CCOCC1	-9%	-5.2%	652	-4	-5%	0.3%	8%	1.1	-2%	4%
29	CCN(CC)CCn1c(-c2ccccc2)nc(=S)c2c1CC(C)(C)OC2	7%	-8.2%	754	9	26%	0.8%	-10%	1.1	1%	5%
30	O=C(NC(=S)NNC(=O)c1ccccc1O)c1cccnc1	7%	-2.2%	681	3	50%	-0.5%	-44%	2.1	-2%	-12%
31	Cc1ccc(OCC(=O)OCc2c(C)noc2C)cc1C	3%	-0.9%	765	-1	1%	1.8%	4%	1.1	-2%	8%
32	O=C(NCNC(=O)c1ccccc1)c1ccccc1	5%	-1.0%	771	0	-2%	0.4%	-6%	1.1	-7%	0%
33	COc1cc2nc(CN3CCC(C(O)(c4ccccc4)c4ccccc4)CC3)[nH]c(=O)c2cc1OC	1%	-6.1%	708	10	0%	-0.1%	0%	1.7	-1%	-1%
34	Cc1cc(N2C(=O)C3C4c5ccccc5C(c5ccccc54)C3C2=O)no1 (stereo not given)	-4%	-3.5%	.	.	-3%	-0.4%	1%	1.1	0%	0%
35	COc1cccc(-c2nc(CS(=O)(=O)CC(=O)N3CCc4ccccc43)c(C)o2)c1	1%	-4.2%	.	.	3%	-1.0%	-1%	0.9	3%	-1%
36	O=C(O)COc1ccc2c(-c3ccccc3)cc(=O)oc2c1	.	-0.4%	761	14	.	0.6%	2%	1.1	3%	3%
37	COc1ccc(/C=C/C(=O)N(c2ccccn2)C2CCCCC2)cc1OC	3%	-3.3%	681	-18	-6%	-1.1%	10%	1	0%	8%
38	CC(Oc1cccc(Cl)c1)C(=O)NCCCCc1ccccc1 (stereo not given)	0%	-10%	520	0	-9%	4.4%	4%	1	4%	4%
39	CN(CCOC(=O)c1ccc2c(c1)OCCO2)C(C)(C)C	-2%	-1.2%	746	0	8%	0.7%	-16%	1.1	3%	-24%
40	CCCc1nnc(NC(=O)CCC(=O)N2CCCCCC2)s1	7%	-7.7%	.	.	2%	0.8%	-11%	1	-1%	-5%
41	CN=C(Nc1cc(C)nn1-c1ccccc1)c1ccc(F)cc1	4%	-4.3%	.	.	-2%	1.6%	-1%	1.2	0%	-9%
42	COc1ccc(CCNC(=O)C(=O)NCC2OCCN2S(=O)(=O)c2ccc(Br)cc2)cc1OC (stereo not given)	4%	-1.0%	.	?	0%	1.0%	-13%	1.2	-4%	2%
43	FC(F)(F)c1ccc(N2CCOCC2)c(NC2=NCCCCC2)c1	10%	-6.1%	.	.	6%	0.3%	3%	1.1	2%	-3%
44	CC1(C)CC(=O)C(CCCN2C(=O)c3ccccc3C2=O)C(=O)C1	4%	-2.5%	.	.	-2%	0.2%	3%	1.1	4%	7%
45	NS(=O)(=O)c1ccc(N=Cc2c(O)n(-c3nccs3)c(=O)c3ccccc23)cc1	7%	.	698	-3	-2%	0.0%	.	.	13%	.
46	Cc1ccc(C(=O)OC2OC(=O)C(Cl)=C2N2CCOCC2)cc1 (stereo not given)	-1%	-5.7%	575	-9	7%	-0.3%[50 µM]	0%	1.1	-3%	11%
47	COCC(=O)Nc1ccc(Br)cc1	8%	-23%	794	16	4%	0.5%	2%	1.1	1%	1%
48	Cn1cnnc1SCC(=O)N1CCc2ccccc21	-4%	-11%	757	-25	-8%	-0.2%	10%	1.1	0%	15%
49	CC(=O)Nc1cccc(NC(=O)c2c(-c3c(Cl)cccc3Cl)noc2C)c1	2%	-5.3%	.	.	5%	4.6%	7%	1.1	-3%	8%
50	O=C(Nc1ccccc1N1CCCC1)c1cccc(Cl)c1Cl	5%	0.3%	651	-4	-8%	0.1%	.	1	-1%	.
51	O=C(COC(=O)C1CCN(S(=O)(=O)c2cccs2)CC1)NCc1ccccc1	2%	-4.1%	726	24	-7%	0.0%	2%	1.1	9%	3%
52	Cc1ccc(C(=O)c2cc([N+](=O)[O-])ccc2N2CCCCC2)cc1	8%	-3.6%	.	?	3%	3.4%	6%	1.1	-2%	7%
53	CN1CCN(C(=O)C(Cc2ccccc2)NS(=O)(=O)c2ccc3c(c2)CCC(=O)N3)CC1 (stereo not given)	11%	-4.8%	.	.	0%	-1.2%	-7%	0.9	9%	-4%
54	CCC(CC)C(=O)Nc1nnc(-c2cccs2)s1	2%	-2.2%	.	.	6%	3.0%	-4%	1	-4%	-1%
55	Cc1ccc2c(c1)Oc1ccc(NC(=O)CCCl)cc1C(=O)N2	1%	-6.3%	710	-18	2%	0.0%	-9%	1	0%	-9%
56	CC(C)(C)C1=Nn2c(nnc2-c2ccccc2F)SC1	1%	-0.9%	.	.	4%	1.1%	-5%	1.1	0%	-4%
